# Bioassay records as filed in PubChem BioAssay.
# tim10-1 inh = tim10-1 yeast growth inhibition | AID 463190 | S. cerevisiae tim10-1 ts strain growth, BacTiter-Glo, 24 h | inhibition, % at 20 µM | 330,000 tested, 2.2% active;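 active = inhibition of at least 40%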;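 also: mutant grown at 25 °C; 0% = DMSO wells with yeast and 100% = wells holding no yeast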
# TIM10 inh = TIM10 yeast growth inhibition; 330,000 tested, 1.4% active; S. cerevisiae TIM10 strain growth, BacTiter-Glo luminescence, 24 h; inhibition, % at 10 µM;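 active = inhibition of 40% or more at the single tested concentration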;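 also: wild-type TIM10 isogenic control strain grown at permissive 25 °C; 0% = DMSO yeast wells and 100% = minimal medium wells without yeast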
# NALP3 yeast inh = inhibitors of NALP3 inflammasome in yeast; Yeast reconstituted NLRP3/ASC/caspase-1, beta-gal luminescence, 24 h; inhibition, % at 10 µM; 330,000 tested, 0.39% active;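 active = inhibition of 50% or more; inactive = inhibition below 50%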;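 also: plate controls were induced DMSO wells for no effect and uninduced yeast grown without galactose for full effect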
# APJ agonist = APJ receptor agonism. 330,000 tested, 0.11% active. AID 2520. activation, % at 20 µM. P35414. CHO-K1 APJ PathHunter beta-arrestin, luminescence; 0% DMSO wells, 100% apelin;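 active = activation more than six SD over the plate average, tested at 20 µM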;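 also: 0% = DMSO alone and 100% = apelin-13 at 10 nM; some results filed as inactive read as strong as hits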
# Target sequence (P35414 whole entry, looked up): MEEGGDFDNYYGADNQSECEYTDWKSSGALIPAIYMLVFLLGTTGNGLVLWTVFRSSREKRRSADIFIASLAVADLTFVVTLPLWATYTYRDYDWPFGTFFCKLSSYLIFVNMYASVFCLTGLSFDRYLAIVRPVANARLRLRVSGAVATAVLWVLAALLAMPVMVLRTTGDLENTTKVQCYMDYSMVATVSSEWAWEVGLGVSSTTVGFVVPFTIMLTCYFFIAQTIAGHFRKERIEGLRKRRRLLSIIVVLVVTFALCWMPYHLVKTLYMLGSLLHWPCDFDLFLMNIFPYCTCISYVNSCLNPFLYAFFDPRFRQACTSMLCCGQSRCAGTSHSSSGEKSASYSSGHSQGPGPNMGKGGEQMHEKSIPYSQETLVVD
#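 Material: engineered CHO-K1 APJ arrestin reporter cells; amount: 1000 CHO-K1 reporter cells seeded per well; incubation: compound stimulation 90 min at 25 °C, detection 60 min; signal: luminescent beta-gal fragment complementation, chemiluminescent substrate; read-out basis: APJ agonist activity; controls: DMSO-only wells as negative, 10 nM Apelin-13 as positive control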
# MIN6 prolif = inducers of beta-cell replication in MIN6 cells | MIN6 cells proliferation, ATPlite luminescence, 48 h; cells starved in 0.2% serum; 100% = growth in 10% serum | proliferation, % at 10 µM | 330,000 tested, 0.29% active;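 active = compounds whose signal lies at least 3.5 SD above the mean of all wells on their plate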;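 also: 0% = DMSO-treated cells in low-serum medium and 100% = 10% serum control; some compounds called inactive have numbers as strong as hits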
# APJ antag = blocks the human apelin receptor APJ | P35414 | CHO-K1 APJ beta-arrestin complementation, luminescence | inhibition, % at 20 µM | 330,000 tested, 0.32% active;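 active = inhibition above about 40% at 20 µM, limit read from the data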;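 also: cells challenged with 10 nM apelin-13 agonist together with compound; plate controls were apelin-13 plus DMSO wells for no effect and DMSO wells lacking apelin-13 for full effect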
# tim23-1 inh = inhibits growth of tim23-1 mutant yeast; S. cerevisiae tim23-1 growth, BacTiter-Glo luminescence, 24 h; inhibition, % at 20 µM; 330,000 tested, 1.3% active;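 active = growth inhibition of the mutant yeast at or above 50%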;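 also: temperature-sensitive mutant grown at 25 °C; plate controls were DMSO-treated mutant yeast for no effect and medium wells lacking yeast for full effect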
# NR3A LBD binder = modulators (binders) of human NR3A ligand-binding domain; NR3A LBD differential scanning fluorimetry, Tm shift; 0% = protein alone, 100% = glycine-bound protein; Tm shift relative to glycine control, % at 25 µM; 340,000 tested, 2.5% active;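 active = melting temperature shift of at least 10% of the positive control shift, at one fixed dose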
# MPTP block = inhibitors of mitochondrial permeability transition pore; isolated mouse mitochondria, Ca2+ swelling absorbance, 30 min; inhibition, % at 10 µM; 360,000 tested, 1.4% active; AID 602449;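 active = inhibition of 50% or more, scaled per plate between neutral and stimulator controls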;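 also: 0% = DMSO wells given calcium and 100% = 1 mM EGTA wells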
# The depositor's hits bear a star; · = not tested or not shown.
SMILES | tim10-1 inh | TIM10 inh | NALP3 yeast inh | APJ agonist | MIN6 prolif | APJ antag | tim23-1 inh | NR3A LBD binder | MPTP block
COc1cccc(NC(=O)COC(=O)c2sccc2C)c1 | 7 | -7 | 45 | -1 | 0 | 1 | 24 | -1 | -0.1
CCN(CC(=O)NCc1cccs1)C(=O)CCCOc1ccccc1 | 0 | -3 | 19 | -5 | -1 | -1 | 5 | 1 | -2.0
CC(=O)NC(Cc1cccc(F)c1)C(=O)NC1CCN(C(=O)c2cccc(C)c2)CC1 (stereo unspecified) | -4 | -18 | 15 | -2 | -4 | -12 | 3 | -11 | -0.7
CCCCC(=O)NC(Nc1sc2c(c1C(N)=O)CCCC2)(C(=O)OCC)C(F)(F)F (stereo unspecified) | 9 | 11 | 13 | -2 | 0 | 0 | 1 | 0 | 0.7
O=C(O)CCc1ccc(S(=O)(=O)N2CCOCC2)cc1 | -7 | 0 | 8 | 1 | 1 | -16 | 5 | 3 | 6.9
CCc1cccc2[nH]c3cc([N+](=O)[O-])ccc3c12 | 5 | -5 | 8 | -6 | 8 | 9 | -9 | -19 | -0.1
O=C(COC(=O)C1(c2ccc(F)cc2)CCCC1)Nc1ncc(C(F)(F)F)cc1Cl | 37 | 4 | 6 | 3 | 2 | -9 | 30 | -11 | 7.2
C#CCOCCOCCOCCNc1nc(N2CCN(C(=O)[C@H](CCCCN)n3cc(C(N)CO)nn3)CC2)nc(N2CCN(C(=O)[C@H](CCC(=O)O)n3cc(C(N)[C@H](C)CC)nn3)CC2)n1 (stereo partly specified) | -4 | 14 | 3 | -5 | -1 | 17 | 9 | · | ·
CCOC(=O)N1CCC(O)(c2cc(C)c(C)cc2C)CC1 | 24 | 10 | 2 | 0 | -1 | -9 | 39 | 0 | 0.7
CCOC(=O)c1ccc(CNC(=O)CSc2nc(NC(=O)c3ccccc3)c3c(C)c(C)oc3n2)cc1 | 13 | 9 | 10 | -5 | -2 | 12 | 5 | -11 | -2.9
CCc1nnc(NC(=O)CN2CCC(O)(c3ccccc3OC)CC2)s1 | 12 | 14 | 5 | -1 | -3 | 17 | 15 | 2 | 0.1
COc1ccc(-n2c(Cc3cccs3)nnc2SCC(=O)Nc2ccc3c(c2)OCCO3)cc1 | 28 | 9 | 7 | 7 | -3 | 13 | 19 | 4 | 1.2
Cc1ccccc1C(=O)Nc1ccc2nc3n(c(=O)c2c1)CCC3 | -15 | -17 | 1 | 1 | -1 | -37 | -9 | 2 | -0.2
O=C(NC1CCCCC1)C(c1ccccc1)N1CCC2(CC1)OCCO2 (stereo unspecified) | 16 | 22 | 6 | -1 | 1 | 12 | 8 | 1 | 7.5
O=C(Nc1ccccc1N1CCCCC1)c1cccc(OC(F)F)c1 | 3 | -10 | 4 | -4 | -4 | -10 | 17 | -2 | 0.5
Cc1cc(C(=O)CCC(=O)NCC(=O)Nc2c(C)cccc2C)c(C)s1 | 15 | 12 | 10 | 3 | -3 | 6 | 18 | 0 | -2.0
COc1ccc(-c2nc3cc(NC(=O)c4ccc5c(c4)OCO5)ccc3o2)cc1 | 7 | -5 | -7 | 21 | 2 | -4 | -5 | 3 | 1.8
O=C(Nc1nccs1)c1ccc(Cl)c(S(=O)(=O)N2CCCCC2)c1 | 38 | 25 | -36 | 0 | -1 | 5 | 32 | -14 | 0.2
CC1=NNC(=O)C1CCC(=O)N/N=C/C(Br)=C/c1ccccc1 (stereo unspecified) | 29 | 28 | 0 | -1 | -6 | 23 | 29 | 0 | 0.0
COc1ccc(/C=C/C(=O)Nc2cccc(S(=O)(=O)N3CCCC3)c2)cc1OC | 13 | 15 | -4 | 0 | -2 | 8 | 16 | -4 | -1.0
CC(=O)c1c(C)nc(-c2ccc(Cl)cc2)nc1NC(=O)C(C)C | 26 | 16 | 1 | -5 | 0 | 5 | 30 | 2 | 0.5
Cc1c(C(=O)Oc2ccc(-c3cnc4ccccc4n3)cc2)cccc1[N+](=O)[O-] | 12 | 6 | 11 | -2 | -2 | 6 | -7 | 2 | -7.1
CCc1ccc2[nH]c(C)c(CN3CCCCCC3)c(=O)c2c1 | 4 | -12 | 10 | -1 | -4 | 11 | -1 | 0 | -0.1
O=C(c1cccnc1)N1CCCC(Nc2ccc(F)cc2)C1 (stereo unspecified) | -10 | -5 | 14 | 4 | 0 | 16 | -7 | -2 | -0.3
Cc1cc(C)c(NC(=O)CN(C)CC(=O)Nc2cccc(S(=O)(=O)N(C)c3ccccc3)c2)c(C)c1 | -6 | 13 | 3 | 2 | -4 | -11 | -10 | -3 | -0.7

SMILES | tim10-1 inh | TIM10 inh | NALP3 yeast inh | APJ agonist | MIN6 prolif | APJ antag | tim23-1 inh | NR3A LBD binder | MPTP block
N#CC1=C(N)SC(N)=C(C#N)C1c1cccc(Oc2ccccc2)c1 | 26 | 14 | 15 | 1 | -4 | 10 | 37 | 9 | 89*
N#CC1=C(N)C(C#N)(C#N)C(c2cccnc2)C2COCC=C12 (stereo unspecified) | 13 | -4 | 17 | -6 | -3 | 25 | 2 | 1 | 6.2
O=C(NCCO)C(=O)NCC(c1ccc2c(c1)OCO2)N1CCN(c2ccc(F)cc2)CC1 (stereo unspecified) | -1 | -18 | 6 | -2 | -1 | -7 | -2 | 1 | 1.9
CCN(CC)c1ccc(S(=O)(=O)N2CCOCC2)cc1NC(=O)CN1C(=O)NC2(CCCC2)C1=O | -15 | 5 | 0 | -1 | 2 | -3 | -16 | -3 | 0.7
Cc1ccsc1/C=N/NC(=O)c1nnn(-c2nonc2N)c1C | -7 | -24 | 19 | -3 | 0 | -21 | -11 | 5 | -2.0
COc1ccc(CN2[C@@H](CC(=O)O)c3ccccc3S2(=O)=O)cc1 | -19 | -1 | 15 | -2 | 1 | 9 | 10 | 5 | -1.3
CCc1cc(C(=O)OC)c(NC(=O)CC2SC(=NC)N(C)C2=O)s1 (stereo unspecified) | 11 | 16 | 20 | -2 | -4 | 8 | 10 | -3 | 0.0
COc1cccc2cc(C(=O)NCc3ccc(Cl)cc3)c(=N)oc12 | 31 | 25 | 0 | 2 | -4 | 5 | 32 | 1 | 0.5
O=S(=O)(NCc1nnc2ccccn12)c1ccc(Cl)cc1 | -8 | 1 | 21 | -3 | 1 | 12 | -10 | -1 | 0.2
O=C1CC(=Nc2ccccc2)NN1c1ccccc1 | 55* | 49* | 10 | -21 | -6 | 5 | 59* | -4 | 38
COc1cccc(NC(=O)CN(C)C(=O)CC2Sc3ccccc3NC2=O)c1 (stereo unspecified) | 5 | 10 | 10 | 0 | 1 | -54 | 10 | 2 | 1.2
Nc1cc(=O)[nH]c(SCC(=O)N2CCC(Cc3ccccc3)CC2)n1 | 1 | -3 | 18 | -4 | 4 | -5 | 0 | 0 | -0.8
COc1ccc(C(=O)COC(=O)CCCn2c(=O)oc3ccccc32)cc1 | 17 | 12 | -2 | -7 | 0 | 16 | 29 | -3 | -0.5
CCOC(=O)c1c(C)[nH]c(C(=O)OCc2ccccc2F)c1C | 14 | 25 | 31 | 6 | -1 | -36 | 22 | 5 | 0.6
COc1ccc(CCNC(=O)C(C)OC(=O)c2cccs2)cc1OC (stereo unspecified) | 15 | -9 | 25 | 0 | 5 | -3 | 10 | -1 | 1.4
COc1cccc(S(=O)(=O)Nc2cccc(C(=O)N3CCCCCC3)c2)c1 | 7 | 8 | -3 | -1 | -2 | 7 | 3 | 1 | 1.1
CCCN(C(=O)Cc1ccc(S(=O)(=O)N2CCOCC2)s1)c1c(N)n(Cc2ccccc2)c(=O)[nH]c1=O | 3 | -3 | 7 | 0 | -2 | -6 | 12 | 0 | 0.5
CC(C)(C)c1ccc(S(=O)(=O)O/N=C2/CCCCC2c2ccc([N+](=O)[O-])cc2[N+](=O)[O-])cc1 (stereo unspecified) | 16 | 18 | 11 | 3 | 0 | 3 | 22 | 5 | 1.9
O=C(CSc1nnc(Cc2ccc3c(c2)OCO3)n1C1CCCCC1)NC1CCCC1 | 30 | 25 | 3 | -3 | 5 | -6 | 34 | -2 | -1.2

# Rewritten with values under each structure: 13 of the compounds above.
# Order of values – tim10-1 inh	TIM10 inh	NALP3 yeast inh	APJ agonist	MIN6 prolif	APJ antag	tim23-1 inh	NR3A LBD binder	MPTP block
CCc1cc(C(=O)OC)c(NC(=O)CC2SC(=NC)N(C)C2=O)s1 (stereo unspecified)
→ 11	16	20	-2	-4	8	10	-3	0.0
COc1cccc2cc(C(=O)NCc3ccc(Cl)cc3)c(=N)oc12
→ 31	25	0	2	-4	5	32	1	0.5
O=S(=O)(NCc1nnc2ccccn12)c1ccc(Cl)cc1
→ -8	1	21	-3	1	12	-10	-1	0.2
O=C1CC(=Nc2ccccc2)NN1c1ccccc1
→ 55*	49*	10	-21	-6	5	59*	-4	38
COc1cccc(NC(=O)CN(C)C(=O)CC2Sc3ccccc3NC2=O)c1 (stereo unspecified)
→ 5	10	10	0	1	-54	10	2	1.2
Nc1cc(=O)[nH]c(SCC(=O)N2CCC(Cc3ccccc3)CC2)n1
→ 1	-3	18	-4	4	-5	0	0	-0.8
COc1ccc(C(=O)COC(=O)CCCn2c(=O)oc3ccccc32)cc1
→ 17	12	-2	-7	0	16	29	-3	-0.5
CCOC(=O)c1c(C)[nH]c(C(=O)OCc2ccccc2F)c1C
→ 14	25	31	6	-1	-36	22	5	0.6
COc1ccc(CCNC(=O)C(C)OC(=O)c2cccs2)cc1OC (stereo unspecified)
→ 15	-9	25	0	5	-3	10	-1	1.4
COc1cccc(S(=O)(=O)Nc2cccc(C(=O)N3CCCCCC3)c2)c1
→ 7	8	-3	-1	-2	7	3	1	1.1
CCCN(C(=O)Cc1ccc(S(=O)(=O)N2CCOCC2)s1)c1c(N)n(Cc2ccccc2)c(=O)[nH]c1=O
→ 3	-3	7	0	-2	-6	12	0	0.5
CC(C)(C)c1ccc(S(=O)(=O)O/N=C2/CCCCC2c2ccc([N+](=O)[O-])cc2[N+](=O)[O-])cc1 (stereo unspecified)
→ 16	18	11	3	0	3	22	5	1.9
O=C(CSc1nnc(Cc2ccc3c(c2)OCO3)n1C1CCCCC1)NC1CCCC1
→ 30	25	3	-3	5	-6	34	-2	-1.2

# Random excerpt: 2 compounds from above.
SMILES | tim10-1 inh | TIM10 inh | NALP3 yeast inh | APJ agonist | MIN6 prolif | APJ antag | tim23-1 inh | NR3A LBD binder | MPTP block
COc1ccc(CCNC(=O)C(C)OC(=O)c2cccs2)cc1OC (stereo unspecified) | 15 | -9 | 25 | 0 | 5 | -3 | 10 | -1 | 1.4
O=C1CC(=Nc2ccccc2)NN1c1ccccc1 | 55* | 49* | 10 | -21 | -6 | 5 | 59* | -4 | 38
